Assay outcomes from PubChem.
iPSC survival up = enhancers of single-cell hiPSC survival, primary screen, ATPlite luminescence; 100% = ROCK inhibitor wells, 0% = DMSO; 360,000 tested, 0.044% active; survival enhancement, % at 20 µM; in the data active means survival enhancement above about 18%;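 further: cells exposed to compounds for 16 hours before the ATP read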
HIF-2a inh = HIF-2a reporter inhibitors, primary screen, luminescence, 786-0 RCC cells; 360,000 tested, 0.72% active; AID 624352, 2012; inhibition, % at 18.8 µM; 786-0 RCC cells HIF-2a reporter, luciferase luminescence, overnight;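 active means inhibition of the luminescence signal of 40% or more relative to plate controls, in a single-dose primary screen at 18.75 µM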
TRPM1 prom inh = inhibitors of MITF-dependent TRPM1 promoter reporter, primary screen, cell-based, SK-MEL-5, single point, luciferase; SK-MEL-5 TRPM1 promoter luciferase, 24 h; inhibition, % at 12.5 µM; 330,000 tested, 0.83% active; AID 488899, 2010;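 active means mean inhibition across replicates of 60% or more, whatever share of single replicates reaches that level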; further: values of inactives mirror those of a sister screen read the other way
NR2E3 ag-1 = inhibitors of NR2E3-RetCOR corepressor binding, primary screen, NR2E3 agonist project, biochemical, TR-FRET, GST-NR2E3, biotin-RetCOR; Photoreceptor-specific nuclear receptor (Homo sapiens), Q9Y5X4; inhibition of corepressor binding, % at 4.78 µM; 320,000 tested, 0.12% active; AID 2300, 2010; 1536-well;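 active means percent inhibition above the cutoff of mean plus 3 SD of all tested compounds, set per screening campaign, cut at about 20% in these data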;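 further: 0% = DMSO wells and 100% = biotin wells as full block of FRET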
Target sequence (Q9Y5X4 whole entry, looked up): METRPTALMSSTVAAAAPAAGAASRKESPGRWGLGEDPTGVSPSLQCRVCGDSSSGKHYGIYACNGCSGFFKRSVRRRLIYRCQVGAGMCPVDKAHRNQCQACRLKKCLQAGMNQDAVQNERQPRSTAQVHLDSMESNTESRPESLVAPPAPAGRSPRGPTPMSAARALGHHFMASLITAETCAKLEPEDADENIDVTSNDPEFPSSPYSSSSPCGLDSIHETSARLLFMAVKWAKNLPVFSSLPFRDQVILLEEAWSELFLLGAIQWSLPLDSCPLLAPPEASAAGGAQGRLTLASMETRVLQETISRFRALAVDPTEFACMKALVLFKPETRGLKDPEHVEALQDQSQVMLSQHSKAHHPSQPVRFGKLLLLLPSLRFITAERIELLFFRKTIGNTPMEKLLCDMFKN
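Assay system: NR2E3–RetCOR corepressor complex. Quantity: 1.35 nM GST-NR2E3. Buffer or medium: pH 7.5 Tris-based buffer. Reagent: biotinylated RetCOR corepressor at 7 nM final. Schedule: 5 h at 4 °C. Detection: TR-FRET, emission read at 617 and 671 nm. Replicates: one well per compound, singlicate testing.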
PDI turbidity = inhibitors of human PDI, primary screen, biochemical, turbidity, single point, plate reader | 350,000 tested, 0.052% active | AID 588391, 2011 | PDI insulin aggregation turbidity, A650, 90 min | Protein disulfide-isomerase (Homo sapiens), P07237 | inhibition, % at 10 µM;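 active means mean inhibition across replicates of 30% or more, whatever share of single replicates reach that level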;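 further: absorbance from insulin aggregation driven by PDI reduction with DTT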
Target sequence (P07237 whole entry, looked up): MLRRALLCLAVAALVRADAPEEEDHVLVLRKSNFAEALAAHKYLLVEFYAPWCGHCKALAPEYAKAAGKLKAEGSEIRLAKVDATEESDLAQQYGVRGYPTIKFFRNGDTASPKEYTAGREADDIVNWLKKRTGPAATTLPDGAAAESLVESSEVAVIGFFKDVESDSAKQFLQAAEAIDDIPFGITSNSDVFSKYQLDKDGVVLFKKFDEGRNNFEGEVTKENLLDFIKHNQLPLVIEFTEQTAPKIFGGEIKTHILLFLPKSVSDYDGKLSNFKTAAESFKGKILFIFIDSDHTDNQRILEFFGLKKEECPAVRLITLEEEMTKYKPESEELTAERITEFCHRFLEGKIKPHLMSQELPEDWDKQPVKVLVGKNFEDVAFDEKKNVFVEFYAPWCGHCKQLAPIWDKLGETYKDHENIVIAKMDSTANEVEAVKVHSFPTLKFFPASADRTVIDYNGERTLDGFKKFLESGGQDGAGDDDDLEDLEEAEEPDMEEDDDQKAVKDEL
aDG glyco act = activators of alpha-DG glycosylation, primary screen, uHTS, Pro5-aDG cells, AlphaScreen; activation, % at 10 µM; alpha-DG glycosylation AlphaScreen (IIH6); 0% Pro5, 100% B10-LARGE cell signal; 360,000 tested, 0.22% active;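 active means activation of at least 8% versus controls, or a plate z-score of at least 8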;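 further: Pro5 are CHO cells carrying HIG-tagged alpha-DG that lacks glycosylation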
Granule exo inh = LAMP-1 surface exposure blockers, TALL-104 cells – cell-based, flow cytometry, MLPCN library, primary screen; 360,000 tested, 0.66% active; AID 651702, 2012; TALL-104 LAMP-1 surface exposure; cells stimulated with thapsigargin and PMA; inhibition, % at 10 µM;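 active means inhibition above about 55%, limit read from the data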
CaV13 ICDI inh = Disruptors of the CACNA1D IQ motif to Ca2+-dependent inactivation inhibitor domain association, primary screening, Förster resonance energy transfer in intact living … | HEK cells, CFP/YFP FRET ICDI-IQ, plate reader, 10 min; percent FRET-ratio fall versus neutral wells | inhibition, % at 12.3 µM | 340,000 tested, 0.098% active;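 active means mean replicate inhibition of at least 30% and at least 1% of replicates passing that level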;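 further: 0% = median of the neutral control wells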
Vif inh = HIV Vif self-association inhibitors, primary screen, imaging, HEK293T, single point. HEK293T cells, Vif self-association by quenched fluorescence, 24 h. inhibition, % at 7.49 µM. 340,000 tested, 0.35% active. AID 602346, 2012; in the data active means inhibition above about 50%, passing the limit was not always enough; further: some results filed as inactive read as strong as hits
Peg3 promoter = Peg3 promoter-driven luciferase inhibitors, primary screen, cell-based, HeLa, luciferase luminescence; HeLa PEG-Prom luciferase reporter, overnight; inhibition, % at 20 µM; 360,000 tested, 1.7% active; AID 588405, 2011;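 active means inhibition of at least 50% at 20 µM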
NR2E3 ag-2 = NR2E3 agonists in two-hybrid cells, primary screen, cell-based, luminescence, CHO-S, Gal4-NCOR/VP16-NR2E3; luciferase; inhibition of corepressor binding, % at 3.98 µM; 360,000 tested, 0.35% active; AID 602229, 2012;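 active means inhibition above the mean of all tested compounds plus 3 SD, cut at about 70% in these data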;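 further: 0% = DMSO with NR2E3 transfected cells and 100% = cells lacking NR2E3 construct; higher means lower luciferase signal from less NR2E3 corepressor binding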
* = called active by the depositor; . = not tested or not shown. This is a subset. The share of hits here may be higher or lower than overall.

SMILES	iPSC survival up	HIF-2a inh	TRPM1 prom inh	NR2E3 ag-1	PDI turbidity	aDG glyco act	Granule exo inh	CaV13 ICDI inh	Vif inh	Peg3 promoter	NR2E3 ag-2
O=C(Cn1cnc2ccccc2c1=O)NCCC(=O)N1CCC2(CC1)OCCO2	2.7	-2	-5	4	-6	-0.1	0	-5	5	17	-7
C=CCn1c(O)c(C(C)=Nc2cccc(C(F)(F)F)c2)c(=O)[nH]c1=O	0.3	4	-3	7	1	0.0	-4	0	1	11	-2
CCC(=NCC1CCCO1)c1c(O)n(-c2ccc(OC)cc2)c(=O)[nH]c1=O (stereo not given)	0.0	7	6	-4	-4	-0.2	5	12	-3	-4	15
CC(=NCc1ccc(F)cc1)c1c(O)n(C)c(=O)n(C)c1=O	0.0	13	-3	0	-10	-0.2	2	-4	3	10	44
O=C(Nc1ccc(F)c([N+](=O)[O-])c1)N1C[C@H]2C[C@@H](C1)c1cccc(=O)n1C2	-0.3	11	0	-1	-2	0.2	0	-2	-3	2	-10
CC(C)(C)n1nnnc1C(c1cc2ccccc2o1)N1CCC2(CC1)C(=O)NCN2c1ccccc1 (stereo not given)	-1.4	25	.	.	.	0.1	1	-7	-5	29	-43
Nc1ncnc2c1ncn2[C@@H]1O[C@H](C(=O)NCCc2ccc(F)cc2)[C@@H](O)[C@H]1O	7.5	16	.	.	.	-0.2	-2	-3	-2	4	-3
Cc1cc(N2CCNCC2)nc2ccccc12	-0.6	22	7	-1	7	0.1	-1	-3	29	1	-15
NP(=O)(OCCCc1ccccc1)Oc1ccccc1Cl (stereo not given)	0.1	-7	-22	1	-8	0.2	-8	-5	-1	-5	16
NC(=O)Cn1cc(C(=O)c2ccccc2F)c2ccccc21	3.1	4	4	-1	1	-0.2	1	2	7	14	7
CN(C)C(Cc1ccc(Cl)cc1)C(=O)c1ccccc1 (stereo not given)	-0.2	-143	-19	-1	-1	0.0	9	-5	0	-76	-47
COC(=O)C1=C(c2ccccc2)C[C@@H]2CC[C@H]1N2C(=O)NCCS(C)=O (stereo not given in full)	-1.9	8	12	2	-5	-0.2	-14	1	3	5	-3
Brc1cc2c(cc1CN1CCN(c3ccccc3)CC1)OCCO2	0.2	0	-4	0	12	-0.1	-7	-3	-33	18	-21
CCCCC(=O)N/N=C/c1c(O)n(Cc2ccc(F)cc2)c(=O)[nH]c1=O	-0.7	21	4	3	11	0.0	9	6	4	5	0
COCCNC(=O)N1[C@H]2CC[C@@H]1C(C(=O)OC)=C(c1ccc(-c3ccccc3)c(F)c1)C2	-3.3	7	34	-3	0	0.3	-4	-5	-3	15	31
CCOC(=O)C1=C(C)OC(N)=C(C#N)C12C(=O)Nc1ccc(C)cc12 (stereo not given)	-0.7	4	6	1	1	0.2	1	-5	-2	14	-33
CC(CN1CCOCC1)C(C#N)(c1ccccc1)c1ccccc1 (stereo not given)	-0.2	-2	3	.	1	0.1	-7	-8	-2	-3	30
COc1ccc2c3c([nH]c2c1)C(C)=NCC3	-3.2	23	9	3	7	-0.3	1	-7	-4	19	-30
O=C1c2ccccc2-c2cc3ccccc3cc21	1.8	-202	-27	.	0	0.0	0	-16	-5	-285	-11
CC(C(=O)c1c[nH]c2ccccc12)N1CCN(C(=O)c2ccco2)CC1 (stereo not given)	-0.2	19	0	-3	-5	0.0	5	-17	-5	-6	9
CCC(=NCc1cccnc1)c1c(O)n(-c2ccccc2C)c(=O)[nH]c1=O	-0.8	26	6	-2	9	-0.1	-3	-14	-4	16	26
CCCCN1CCC(C#N)(Nc2ccccc2)CC1	-1.6	13	16	-1	-6	0.0	1	-6	6	12	-9
NP(=O)(Oc1ccccc1Cl)Oc1ccccc1Cl	-1.4	16	-1	3	-1	0.4	5	4	2	2	6
CC1(C)COC(Nc2cccc(Cl)c2)=N1	-2.3	-44	-3	4	4	0.4	-1	-4	-2	-31	-8
Cc1[nH]c2ccccc2c1CCNCc1ccco1	-0.5	3	1	2	0	0.8	0	-14	-3	-22	-46
c1ccc(CNc2c3c(nc4ccccc24)CCC3)cc1	-0.4	17	-10	3	-7	0.4	2	-18	-4	6	-27
COc1ccc(OP(=O)(Nc2ccccc2)Nc2ccccc2)cc1	-3.1	16	0	1	-1	0.1	0	-8	-4	15	1
C=Cn1ccnc1P(=S)(c1ccc(Cl)cc1)c1nccn1C=C	-1.5	15	6	1	9	0.2	0	-5	3	14	-3
Cc1cccc(CC(c2cccc(C)c2)N(C)C)c1 (stereo not given)	-3.8	-4	-8	.	4	0.3	5	-3	-8	-2	17
Cc1cc2c(C(C)C)c(O)c(O)c(C=O)c2c(O)c1-c1c(C)cc2c(C(C)C)c(O)c(O)c(C=O)c2c1O	4.7	89*	.	.	1	0.2	23	-2	-9	94*	19
O=c1[nH]c(=O)n(CCC2=CCCCC2)c(O)c1C=NCc1cccnc1	-1.0	13	6	-3	1	0.1	0	.	.	7	5
CCN(CC)C(=O)c1ccc(NC(=O)c2ccc(N3CCCC3=O)cc2)cc1	-0.4	-21	-6	3	-11	0.0	-1	-19	2	-6	5
COc1ccccc1-n1c(O)c(C=Nc2c(C)n(C)n(-c3ccccc3)c2=O)c(=O)[nH]c1=O	-0.1	7	10	2	-2	-0.1	0	-9	2	9	2
CCC(C)NC(=O)c1c(N)n(Cc2ccc3c(c2)OCO3)c2nc3ccccc3nc12 (stereo not given)	1.5	9	-1	5	-9	3.8	41	-4	-11	38	-1
COC(=O)C1=C(c2ccc(F)cc2F)C[C@@H]2CC[C@H]1N2C(=O)N1CCCCC1	0.8	14	4	1	-9	0.0	3	-11	-1	-13	0
CN(C(=O)Oc1ccc(F)cc1)c1ccccc1	-0.7	-5	14	-4	0	0.1	-5	-3	9	1	17
c1ccc2c(CN3CCOCC3)c[nH]c2c1	-0.7	15	15	2	2	-0.1	-3	7	-15	10	-17
CCN(CC)Cc1c[nH]c2ccccc12	-3.1	9	13	1	-3	-0.1	0	-2	4	-6	-8
C=CCOC(=O)C1=C(C)OC(N)=C(C#N)C12C(=O)N(CN1CCOCC1)c1ccccc12 (stereo not given)	-4.2	7	-1	-2	5	-0.2	6	-4	12	3	0
Cc1ccc(S(=O)(=O)NCCC(=O)Nc2ccc(Cl)cc2C(=O)c2ccccc2)cc1	0.4	21	5	-4	9	0.4	-8	-2	5	19	-13
COc1cc2c(ccc3c4cc(OC)c(OC)cc4c[n+](C)c23)cc1O	-1.9	-30	-9	.	-18	0.0	-13	-5	10	1	4
COc1cc(OC)c(OC)cc1CNCCc1ccc(OC)c(OC)c1	-2.9	23	12	1	-1	0.3	-2	-7	-15	15	-27
Cc1ccc(N2Cc3ccccc3C2=N)cc1[N+](=O)[O-]	-0.5	7	-1	2	1	-0.1	-1	-4	0	7	-1
CCOC(C[n+]1c(-c2ccccc2)cc(C)cc1-c1ccccc1)OCC	-2.5	5	.	2	3	-0.2	15	-10	-4	3	4
COc1ccc(C2C(C(=O)N3CCC4(CC3)OCCO4)CC(=O)N2c2ccc(OC)cc2)cc1 (stereo not given)	2.7	3	-5	3	-4	0.2	-3	.	-15	16	-23
O=C(O)CP(=O)(O)c1ccc(Cl)cc1	-1.1	-1	4	-1	1	0.2	6	-2	34	4	-3
CC(C)NC1C2CCC(CC2)C1(O)c1ccc(Cl)c(Cl)c1 (stereo not given)	-1.7	4	.	.	-1	1.1	2	-6	-6	4	-15
Cc1ccc(Oc2cc(NN3CCCCC3)c([N+](=O)[O-])cc2[N+](=O)[O-])c([N+](=O)[O-])c1	-2.6	17	-2	-1	-8	-0.3	4	-2	-10	19	-19
CC1CCC(NCCc2ccc3c(c2)OCO3)CC1 (stereo not given)	-0.9	4	-12	1	3	0.1	2	-10	-6	10	-4
CC(=O)N(C)CC#CCN1CCC(O)CC1	2.5	-3	5	3	-3	0.1	14	-4	.	8	-4
CC(=O)Nc1ccccc1C(=O)OCc1ccccc1F	-0.7	-272	-14	0	-2	0.1	-19	1	-3	-129	-56
Cc1ccc2cc(C=C(C#N)C#N)c(Cl)nc2c1	-1.8	9	41	-1	2	-0.4	-4	-59	-2	16	2
O=C1NC(=O)C(=Cc2ccccc2[N+](=O)[O-])C(=O)N1	0.8	8	10	.	-1	0.1	-7	-9	1	8	25
CN1C2CNC(=O)CC1C1CCC2C1 (stereo not given)	0.8	11	.	.	-1	0.0	1	-6	-1	-2	-4
Nc1cc(N2CCNCC2)c([N+](=O)[O-])cc1Cl	2.5	13	-9	2	16	-0.1	18	-4	6	6	-17
COc1ccc(N2C(=O)/C(=C/c3ccc(C)o3)C(=O)NC2=S)c(OC)c1	-0.1	15	17	0	1	0.3	5	-5	2	3	2
CC(=NCCN1CCOCC1)c1c(O)n(-c2ccccc2C)c(=O)[nH]c1=O	5.1	21	4	-1	2	0.2	-2	-5	12	0	11
Cc1cc(C)n2c(Br)c(CN3CC4CC(C3)c3cccc(=O)n3C4)nc2n1 (stereo not given)	0.7	9	.	3	.	-0.2	0	-7	.	2	1
CCC(=NCCC(c1ccccc1)c1ccccc1)c1c(O)n(C)c(=O)n(C)c1=O	3.3	20	5	-4	4	0.5	12	-6	-5	29	-4
O=C(c1ccco1)c1cn(Cc2ccccc2Cl)c2ccccc12	-0.6	-26	2	0	-3	0.9	2	-7	-8	13	-7
CC(=Nc1c(C)n(C)n(-c2ccccc2)c1=O)c1c(O)n(Cc2ccccc2)c(=O)[nH]c1=O	-1.8	13	9	-1	9	0.9	-1	-3	5	-62	2
COc1cc(-c2ccc(N)c(OC)c2)ccc1N	0.0	-2	-10	-15	.	-0.2	3	.	-12	-22	-17
COc1ccc(-n2c(/C=C3/C(=O)Nc4ccccc43)nc3ccccc3c2=O)cc1	-1.4	10	4	0	-1	-0.4	-6	-5	-3	20	20

Sorted by count of non-hydrogen atoms (low to high): three of the compounds above
SMILES	iPSC survival up	HIF-2a inh	TRPM1 prom inh	NR2E3 ag-1	PDI turbidity	aDG glyco act	Granule exo inh	CaV13 ICDI inh	Vif inh	Peg3 promoter	NR2E3 ag-2
CC1CCC(NCCc2ccc3c(c2)OCO3)CC1 (stereo not given)	-0.9	4	-12	1	3	0.1	2	-10	-6	10	-4
CC(=O)Nc1ccccc1C(=O)OCc1ccccc1F	-0.7	-272	-14	0	-2	0.1	-19	1	-3	-129	-56
COc1ccc(-n2c(/C=C3/C(=O)Nc4ccccc43)nc3ccccc3c2=O)cc1	-1.4	10	4	0	-1	-0.4	-6	-5	-3	20	20
